# High-throughput results: PubChem, several laboratories
# CCHF vOTU inh – CCHFV vOTU protease inhibitors, primary screen, biochemical, Pep-AMC substrate, fluorescence; Crimean-Congo hemorrhagic fever virus L polyprotein viral ovarian tumor (vOTU) protease …; inhibition, % at 11.5 µM; hit rate 0.55% among 370,000; AID 651958, 2012; in the data active = inhibition above about 30%; note: 0% = vehicle wells with enzyme and 100% = no enzyme wells
# BoNT F protease – BoNT/F light chain protease inhibitors, primary screen, biochemical, flow cytometry, MLPCN library | hit rate 0.22% among 360,000 | inhibition, % at 10 µM | Multiplex microsphere protease cleavage assay | AID 588497, 2011 | Botulinum neurotoxin type F light chain protease (Clostridium botulinum); in the data active = inhibition above about 35%, passing the limit was not always enough; inconclusive = no clear call, values can overlap the other calls; note: plate controls were buffer without enzyme for full effect and enzyme alone for no effect
# Anthrax LF prot – Bacillus anthracis LF protease inhibitors, primary screen, biochemical, multiplex microsphere, MLPCN library; hit rate 0.12% among 360,000; inhibition, % at 10 µM; Lethal factor (Bacillus anthracis), P15917; multiplex microsphere protease cleavage assay; note: plate controls were buffer without enzyme for full effect and enzyme alone for no effect
# PrPC surface inh – inhibitors of human cell surface prion protein PrPC, primary screen, cell-based, TR-FRET; Major prion protein (Homo sapiens), P04156; TR-FRET read-out; inhibition, % at 13.8 µM; hit rate 0.43% among 370,000; AID 720596, 2013; in the data active = inhibition above about 24%; note: 0% = median of the test wells and 100% = reference compound wells
# Rv3671c protease – Rv3671c serine protease inhibitors, primary screen, biochemical, fluorescence polarization, M. tuberculosis H37Rv; P9WHR9; inhibition, % at 5.96 µM; hit rate 0.048% among 320,000; in the data active = inhibition above about 38%;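 note: extracellular domain of Rv3671c used as enzyme; 0% = enzyme with DMSO and 100% = no enzyme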
# Target sequence (P9WHR9 whole entry, looked up, the tested form may be a part): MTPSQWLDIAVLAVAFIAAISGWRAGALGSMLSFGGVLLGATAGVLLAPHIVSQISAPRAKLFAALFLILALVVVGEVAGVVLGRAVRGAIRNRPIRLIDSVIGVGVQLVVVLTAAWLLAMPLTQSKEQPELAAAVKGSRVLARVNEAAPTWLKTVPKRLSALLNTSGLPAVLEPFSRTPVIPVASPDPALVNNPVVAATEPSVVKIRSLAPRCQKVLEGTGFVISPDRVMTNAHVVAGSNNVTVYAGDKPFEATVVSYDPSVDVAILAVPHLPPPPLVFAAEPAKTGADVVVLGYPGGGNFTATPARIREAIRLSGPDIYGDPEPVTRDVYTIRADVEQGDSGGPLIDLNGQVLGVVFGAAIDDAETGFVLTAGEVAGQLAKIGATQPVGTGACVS
# SARS 3CLpro inh – SARS-CoV 3CLpro protease inhibitors, primary screen, biochemical, quenched FRET; Replicase polyprotein 1ab (Severe acute respiratory syndrome coronavirus), P0C6X7; hit rate 0.14% among 290,000; inhibition, % at 6 µM; recombinant SARS-CoV 3CLpro, quenched FRET peptide cleavage; in the data active = inhibition above about 12%
# MazEF act – activators of E. coli MazEF toxin-antitoxin RNase, primary screen, biochemical, fluorescence, uHTS. FAM/BHQ RNA-DNA oligo cleavage fluorescence, 5 h. activation, % at 20 µM. hit rate 0.32% among 350,000. AID 504720, 2011; in the data active = activation above about 50%
# Target sequence (P0AE70 whole entry, looked up): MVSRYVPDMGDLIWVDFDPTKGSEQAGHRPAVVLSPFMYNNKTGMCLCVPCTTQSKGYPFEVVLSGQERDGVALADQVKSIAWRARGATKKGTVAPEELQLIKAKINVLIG
# PriA SSB inh – inhibitors of Klebsiella pneumoniae PriA binding to SSB C-terminal tail, primary screen, biochemical, AlphaScreen; hit rate 0.6% among 430,000; inhibition, % at 33 µM; AlphaScreen SSBct-PriA binding, biotinylated peptide; in the data active = inhibition mostly above about 37%, no sharp cut-off; inactive = mostly below about 20%;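 note: plate controls were negative control peptide for no effect and reference peptide for full effect; strong numbers were not always called active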
# VHR inh abs – VHR1 phosphatase inhibitors, primary screen, biochemical, absorbance, uHTS | Dual specificity protein phosphatase 3 (Homo sapiens), P51452 | recombinant VHR phosphatase, pNPP absorbance | inhibition, % at 13.3 µM | hit rate 0.52% among 290,000 | AID 1654, 2009; in the data active = inhibition above about 50%; note: some compounds called inactive have numbers as strong as hits
# Target sequence (P51452 whole entry, looked up): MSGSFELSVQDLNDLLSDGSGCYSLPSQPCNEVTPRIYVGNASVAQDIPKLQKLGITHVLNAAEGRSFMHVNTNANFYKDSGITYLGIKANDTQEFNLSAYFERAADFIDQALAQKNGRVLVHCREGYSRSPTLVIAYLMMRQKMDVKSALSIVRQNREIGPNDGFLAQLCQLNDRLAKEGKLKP
# BoNT A protease – BoNT/A light chain protease inhibitors, primary screen, biochemical, flow cytometry, MLPCN library. hit rate 0.17% among 360,000. Botulinum neurotoxin type A light chain protease (Clostridium botulinum A str. ATCC 3502). multiplex microsphere protease substrate cleavage. inhibition, % at 10 µM; note: plate controls were buffer without enzyme for full effect and enzyme alone for no effect
# * marks the source's active call; other numbers are inactive results; ? = inconclusive; · = no result given. Cut-off read from the data, not from the text of the source, unless noted: active = inhibition above about 30%; inconclusive = no clear call, values can overlap the other calls; inactive = below that. An excerpt (hit frequency here may not be typical).
SMILES,CCHF vOTU inh,BoNT F protease,Anthrax LF prot,PrPC surface inh,Rv3671c protease,SARS 3CLpro inh,MazEF act,PriA SSB inh,VHR inh abs,BoNT A protease
Cc1nn(Cc2ccc(Cl)cc2Cl)c(Cl)c1C(=O)O,-1,-4,2,-6,4,4,-14,-16,14,-0.9
COc1ccccc1CCN=C(N)NS(=O)(=O)c1ccc(C)cc1,-6,-4,-1,2,-6,3,-4,7,5,0.2
CSC1=NC2(C)CCCCC2C12C=CC(=O)C=C2 (centres undefined),-10,-8,-1,1,3,3,8,-13,9,-1.5
O=C(NC1CCCCC1)C(c1ccncc1)N(Cc1ccc2c(c1)OCO2)C(=O)c1cnsn1 (centres undefined),18,-12,-3,5,5,-1,-4,-11,-5,0.0
N#CC1(NC(=O)CSc2nc3ncc(Cl)cc3[nH]2)CCCCC1,-6,10,-4,8,-5,·,-3,-10,·,3.2
COc1ccc(S(=O)(=O)N(C)C[C@H]2Oc3ncc(Br)cc3C(=O)N([C@@H](C)CO)C[C@@H]2C)cc1,2,-1,-2,-11,·,·,7,·,·,-0.1
CC(=O)Nc1ccc(S(=O)(=O)N[C@@H](C)C(=O)OCC(=O)c2ccc(Br)s2)cc1,-1,2,4,4,·,·,0,·,·,0.0
Cc1cc(C)cc(NC(=O)CN2C(=O)NC(C)(c3ccccc3)C2=O)c1 (centres undefined),20,1,2,-4,-9,-4,6,-6,34,0.3
C/C(=N/NC(=O)c1ccco1)c1cccc(NC(=O)c2ccc(C)o2)c1,12,-10,-2,6,3,2,6,·,12,-0.2
Cc1cccc2sc(NC(=O)c3ccc(NS(=O)(=O)c4cccs4)cc3)nc12,9,-2,2,-1,-156,7,4,17,4,-0.5
CCC(=O)N1CCc2cc(Br)cc(S(=O)(=O)N3CCCC(C(=O)NC(C)(C)C)C3)c21 (centres undefined),9,-2,1,4,-6,-4,11,-7,20,-1.8
Cc1[nH]c2ccccc2c1/C=N/NC(=O)CNC(=O)c1ccc2c(c1)OCO2,7,-1,-2,8,7,-1,4,·,30,0.6
CS(=O)(=O)Nc1ccccc1C(=O)Nc1cc2c(cc1C(=O)O)OCCCO2,-4,24,-8,0,-9,2,-4,10,-4,1.4
O=[N+]([O-])c1nn(-c2ccccc2)n(O)c1=NC1CCN(Cc2ccccc2)CC1,-5,-10,-3,-23,5,-4,7,-5,17,-0.5
CCCn1c(=O)cc(N)n(-c2ccc(OC(F)(F)F)cc2)c1=O,8,12,-11,1,-6,-1,5,-8,16,0.5
Cc1ccccc1C(=O)NCC(=O)NNC(=S)NC(=O)c1ccccc1C,-4,-3,1,10,3,5,3,-8,0,0.0
C[N+](C)(C)CCCNC(=O)c1ccc(/C=N/O)nc1,1,-3,-3,-1,-4,-3,-11,·,-20,-0.3
CCOc1ccc(OCC)c(NC(=O)C2CCN(S(=O)(=O)c3cnc[nH]3)CC2)c1,8,-5,-3,5,2,-6,1,-15,-17,-0.1
c1ccc(CCc2ccccc2-c2nc(-c3cccnc3)no2)cc1,9,-4,-4,1,-6,3,-17,-15,3,-0.3
CC(C)[C@H](NC(=O)c1cccc(S(=O)(=O)N2CCOCC2)c1)C(=O)Nc1nc2ccccc2s1,-9,-6,-3,-4,-14,2,6,-1,7,-2.8
O=C(c1ccc2c3c(cccc13)CC2)C1CCCN(Cc2ccc(OCCO)cc2)C1 (centres undefined),-57,-2,2,-7,1,-1,10,10,12,0.5
CN(C)CCNC(=S)Nc1ccccc1Cl,1,-2,1,-4,8,6,-9,-4,-2,0.2
COc1ccc(CCN(C)C2CCCN(C(=O)c3sccc3C)C2)cc1OC (centres undefined),13,1,1,-3,-4,-3,5,-7,14,-3.2
O=C(Cn1cnc2scc(-c3ccc(F)cc3)c2c1=O)N1CCOCC1,15,14,5,-6,-11,-2,6,-7,-6,-0.3
Cc1c(Cl)cccc1NC(=S)Nc1ccc(S(=O)(=O)Nc2ncccn2)cc1,-5,-8,-3,-1,6,·,3,-3,·,0.1

# A run of entries taken from the entries so far:
SMILES,CCHF vOTU inh,BoNT F protease,Anthrax LF prot,PrPC surface inh,Rv3671c protease,SARS 3CLpro inh,MazEF act,PriA SSB inh,VHR inh abs,BoNT A protease
O=C(NC1CCCCC1)C(c1ccncc1)N(Cc1ccc2c(c1)OCO2)C(=O)c1cnsn1 (centres undefined),18,-12,-3,5,5,-1,-4,-11,-5,0.0
N#CC1(NC(=O)CSc2nc3ncc(Cl)cc3[nH]2)CCCCC1,-6,10,-4,8,-5,·,-3,-10,·,3.2
COc1ccc(S(=O)(=O)N(C)C[C@H]2Oc3ncc(Br)cc3C(=O)N([C@@H](C)CO)C[C@@H]2C)cc1,2,-1,-2,-11,·,·,7,·,·,-0.1
CC(=O)Nc1ccc(S(=O)(=O)N[C@@H](C)C(=O)OCC(=O)c2ccc(Br)s2)cc1,-1,2,4,4,·,·,0,·,·,0.0

# More records follow.
SMILES,CCHF vOTU inh,BoNT F protease,Anthrax LF prot,PrPC surface inh,Rv3671c protease,SARS 3CLpro inh,MazEF act,PriA SSB inh,VHR inh abs,BoNT A protease
Cc1ccc(S(=O)(=O)NCCSc2nnnn2-c2cc(C)ccc2C)cc1,12,·,·,2,-5,1,-15,-11,-8,·
C=CCC1(CC=C)CCCN1C(=O)C1CCC(=O)N(Cc2ccc(Cl)cc2)C1 (centres undefined),15,0,-2,22,·,·,-5,·,·,0.2
Cc1c(C(=O)N2CCC(C)CC2)sc2ncn(CC(=O)N3CCC(C)CC3)c(=O)c12,0,-3,-1,3,-10,-5,-21,-3,2,0.7
CCCCN(c1nc2ccccc2nc1Cl)S(=O)(=O)c1ccc(C)cc1,-4,-26,-5,4,-9,1,-19,-13,·,-2.6
CCOC(=O)C1=C(c2ccc(OC)cc2)C(=O)c2ccccc2C1=O,9,·,·,-7,1,1,-2,-56,6,·
CCOC(=O)CCCCCC(=O)Nc1ccc2c(c1)CC(=O)N([C@H](C)CO)C[C@@H](C)[C@H](CN(C)Cc1ccc3c(c1)OCO3)O2,12,-6,-4,1,3,·,3,9,·,-0.6
COc1cccc(NC(=S)NN2C(C)CCCC2C)c1 (centres undefined),1,-14,-4,0,0,1,-4,-6,15,-0.5
CCOC(=O)C1=C(C)OC(N)=C(C#N)C1c1cc2cc(C)ccc2nc1N1CCCCC1 (centres undefined),-1,3,-1,1,-1,5,16,-8,18,2.9
O=C(COc1ccc(-c2ccccc2)cc1)N/N=C/c1cc(O)ccc1Br,3,11,-1,-1,-229,2,-1,·,-7,1.0
CCCCn1c(N)c(N(CCOC)C(=O)C2CCN(c3ncnc4sc(C)c(C)c34)CC2)c(=O)[nH]c1=O,9,·,·,7,-2,·,2,0,·,·
Cc1noc(C)c1C(=O)Nc1nnc(CC(C)C)s1,-7,-6,3,-3,-5,-4,5,-9,10,-0.3
CC(C)c1ccc(NC2CCCN(C(=O)c3ccncc3)C2)cc1 (centres undefined),11,14,10,0,3,5,6,8,14,10
Cc1ccc(S(=O)(=O)N2CCCCC2)cc1C(=O)N1CCN(CCO)CC1,-8,·,·,-8,4,·,19,-5,·,·
NC(=O)c1ncn([C@@H]2O[C@H](CNS(=O)(=O)c3cc4ccccc4s3)[C@@H](O)[C@H]2O)n1,8,5,-4,-7,·,·,6,-3,·,-0.2
Cc1cccc(OCCNC(=O)c2ccc(Cl)c(S(=O)(=O)NCc3cccnc3)c2)c1,3,-2,3,4,-5,·,-5,-21,·,0.2
CCN(CC)CCNC(=O)c1ccc(NC(=O)c2ccccc2-c2ccc(C(F)(F)F)cc2)cc1,4,4,1,-5,-7,-3,-8,-9,-19,-1.5
C/C(=N\NC(=O)c1cccnc1)c1ccc(OC2OCCOC2Oc2ccc(/C(C)=N/NC(=O)c3cccnc3)cc2)cc1 (centres undefined),14,-6,-7,0,-6,1,-81,·,22,-0.9
Cc1ccc(C)c(NC(=S)NNC(=O)c2ccco2)c1,-16,-1,-2,8,-6,2,2,3,1,0.5
CCN(CC)C(=O)c1c(-c2ccccc2)oc2ccc(O)cc12,-8,?,18,-8,1,11,-1,-7,0,-0.4
Cc1ccc(OCCNC(=O)c2ccc3ccccc3n2)cc1,14,-20,1,0,-1,6,-33,-6,13,-1.5
CC/C(=N\NC(=O)c1cc(C)oc1C)c1ccc(OC(F)F)cc1,-11,-6,-6,-5,·,·,6,·,·,-0.3
C/C(=N/NC(=O)c1ccc(Br)o1)c1cccs1,16,2,-1,3,·,-8,1,·,-4,2.3
Cc1ccc(-c2nc(=S)c3c(n2Cc2ccco2)CC(C)(C)OC3)cc1,·,·,·,·,2,-7,-6,-6,1,·
CCOC(=O)c1c(NC(=O)C(C)NCc2ccco2)sc2c1CCC(C)C2 (centres undefined),12,?,-6,2,1,-5,-1,-4,14,-1.1
CC(C)OC(=O)CC(=O)CSc1nc2c(c(-c3cccs3)c1C#N)CCC2,12,7,10,-1,3,0,-8,-24,8,30*

# Additional results follow.
SMILES,CCHF vOTU inh,BoNT F protease,Anthrax LF prot,PrPC surface inh,Rv3671c protease,SARS 3CLpro inh,MazEF act,PriA SSB inh,VHR inh abs,BoNT A protease
O=C(OCCC1Oc2cccnc2NC1=O)c1ccc(F)cc1 (centres undefined),-1,0,0,4,3,-3,2,3,-3,-0.1
COC(=O)c1sccc1NC(=S)N1CCN(c2cccc(C)c2C)CC1,-12,-23,-2,-1,-23,-4,-11,-2,-6,-1.0
CC(=O)Nc1cccc(NC(=O)CSc2nnc(Cc3cccn3C)n2-c2ccc(C)cc2)c1,-14,-6,-3,-1,-1,7,-4,19,12,0.1
CCOC(=O)c1ccc(NNC(=O)CC)c([N+](=O)[O-])c1,5,2,-1,-22,2,-1,-2,6,19,-0.2
CCn1cc(C(=O)NCCCOC)c(=O)c2cc(S(=O)(=O)N3CCCC3)ccc21,11,6,2,-3,2,-6,-11,-22,23,-1.4
COc1cc(OCc2ccccc2)c(CC(=O)O)c([N+](=O)[O-])c1,8,-2,5,-3,·,·,2,·,·,-0.5
ONC(=Nc1ccccc1)C(=Nc1ccccc1)NO,-6,-3,-2,11,-5,-1,3,4,57*,-0.3
N#Cc1ccccc1NC(=O)c1cc(=O)c2ccccc2o1,-1,-1,0,-14,-1,1,10,-10,19,-0.1
COc1ccc([C@H]2CC(=O)C=C(c3cccc(C(F)(F)F)c3)C2)cc1,21,-3,-7,4,-8,·,-2,7,·,-0.2
Cc1cccc(OCC(=O)Nc2ccc(CN3CCOCC3)cc2)c1C,35*,0,1,1,1,-2,4,1,16,-0.9
Cc1ccc(N2C(=O)CC(NCc3ccc4c(c3)OCO4)C2=O)cc1Cl (centres undefined),-14,2,8,1,-2,-3,5,-4,10,1.2
CC(C)(C)c1ccc(SCCc2ccccn2)cc1,-4,?,-3,0,0,-1,-3,-40,4,?
C=CCC1(CC=C)CCCN1C(=O)CC1C(=O)NCCN1Cc1ccc(OC)c(OC)c1 (centres undefined),-1,-2,-2,-1,1,0,-3,-20,-10,1.5
Cc1ccc(C)c(CSc2nnc(C)c(=O)n2N)c1,4,-2,-4,-6,4,-1,-1,0,23,-0.4
COC(=O)[C@H](CC(C)C)NC(=O)Cn1cnc2c(OCc3ccccc3)ncnc21,0,2,1,1,-7,·,-2,-4,·,-0.4
COCCNC(=S)Nc1ccc2[nH]c(=O)[nH]c2c1,16,-4,-2,-7,5,-3,3,-1,5,-0.5
CCOC(=O)C1=C(N)N(c2ccccc2)C2=C(C(=O)CCC2)C1c1cccnc1 (centres undefined),14,1,0,-4,4,2,6,-4,42,-0.3
